# G6PDH CS = L. mesenteroides G6PDH inhibition counter-screen | AID 1020 | inhibition, % at 5 µM | Purified L. mesenteroides G6PDH, diaphorase/resazurin coupled fluorescence, 45 min | 0.12% of 200,000 active; in the data active = inhibition above about 50%
# TNAP inh hi DEA = blocks human TNAP under high phosphate acceptor concentration | purified TNAP, CDP-star luminescence, 1 M DEA | inhibition, % at 20 µM | 0.03% of 200,000 active;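 active = over 50% inhibition of tissue-nonspecific alkaline phosphatase at 20 µM in the single-dose screen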;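 note: plate controls were DMSO wells for no effect and EDTA-quenched wells as full inhibition for full effect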
# Diaphorase inh = counter-screen for diaphorase-based assays: diaphorase inhibitors and chemical oxidizers; diaphorase resazurin-to-resorufin fluorescence, NADH, 16 min; bacterial (C. kluyveri) enzyme, not human; inhibition, % at 20 µM; 0.69% of 190,000 active; AID 1217;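 active = primary screen inhibition at 20 µM above a set limit, cut at about 50% in these data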;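 note: plate controls were DMSO with full reaction for no effect and wells lacking NADH for full effect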
#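 System: Bacterial diaphorase enzyme (C. kluyveri) | Incubation: 16-min room-temperature incubation before reading | Benchmarks: No-NADH positive control and DMSO neutral control | Measured by: Resorufin fluorescence 544/590 nm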
# PMI act = activators of human phosphomannose isomerase | P34949 | purified human PMI, coupled resazurin fluorescence, 20 min; active compounds read high; 1 = vehicle control, 0 substrate-free wells | activation factor at 20 µM | 0.005% of 190,000 active;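 active = activation factor of 2 or more at 20 µM, relative to plate controls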
# Target sequence (P34949 whole entry, looked up): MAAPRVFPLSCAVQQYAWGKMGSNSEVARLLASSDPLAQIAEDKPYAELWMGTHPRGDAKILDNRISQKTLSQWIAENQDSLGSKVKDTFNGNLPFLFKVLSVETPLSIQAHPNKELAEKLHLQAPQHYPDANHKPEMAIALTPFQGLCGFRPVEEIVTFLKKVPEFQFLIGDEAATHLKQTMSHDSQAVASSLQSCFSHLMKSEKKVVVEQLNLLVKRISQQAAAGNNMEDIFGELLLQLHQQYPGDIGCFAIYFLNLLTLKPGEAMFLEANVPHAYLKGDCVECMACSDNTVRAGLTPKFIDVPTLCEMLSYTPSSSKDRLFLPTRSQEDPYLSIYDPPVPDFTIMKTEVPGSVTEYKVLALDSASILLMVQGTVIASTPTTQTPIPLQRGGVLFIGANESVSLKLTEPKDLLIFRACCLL
# TNAP inh noacc = TNAP (human) inhibition, acceptor-free conditions; P05186; purified TNAP, CDP-star luminescence, 30 min; inhibition, % at 20 µM; 0.26% of 200,000 active;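 active = tissue-nonspecific alkaline phosphatase inhibition above about 50% at 20 µM in the single-dose screen, limit read from the data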;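 note: 0% = DMSO negative control and 100% = EDTA positive control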
# FLuc act counter = affects firefly luciferase, flagging false hits in luciferase stimulation screens. P08659. ATPlite luciferase biochemical, luminescence, 10 min; 0 = ATP-free wells, 1 = DMSO control. activation factor at 10 µM. 200,000 tested, under 10 active. AID 1027;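 active = luciferase activation factor, scaled between plate controls, of at least 2 with compound at 10 µM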
# Target sequence (P08659 whole entry, looked up): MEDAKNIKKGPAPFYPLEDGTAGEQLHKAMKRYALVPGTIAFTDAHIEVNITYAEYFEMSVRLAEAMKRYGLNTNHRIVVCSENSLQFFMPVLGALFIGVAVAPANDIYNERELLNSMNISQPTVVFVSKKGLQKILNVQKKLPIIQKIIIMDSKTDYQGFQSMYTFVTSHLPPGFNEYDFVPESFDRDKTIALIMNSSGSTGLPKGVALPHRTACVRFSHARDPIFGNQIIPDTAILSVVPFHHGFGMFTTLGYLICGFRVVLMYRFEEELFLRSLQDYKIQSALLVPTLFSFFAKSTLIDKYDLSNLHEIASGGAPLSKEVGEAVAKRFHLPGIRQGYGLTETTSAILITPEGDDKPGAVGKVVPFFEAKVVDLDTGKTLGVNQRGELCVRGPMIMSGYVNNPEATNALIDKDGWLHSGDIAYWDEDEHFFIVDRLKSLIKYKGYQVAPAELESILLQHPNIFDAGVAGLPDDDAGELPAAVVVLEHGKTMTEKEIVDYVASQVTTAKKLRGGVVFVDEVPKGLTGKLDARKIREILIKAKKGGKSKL
#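 assay system = Luciferase/luciferin detection reagent, cell-free biochemical luciferase assay | also added = ATP substrate | times = 10 min post-reagent at room temperature | measured by = luminescence from luciferase reaction | measure = luciferase activation, seen as luminescence increase over controls | benchmarks = low control with PBS replacing ATP, high control enzyme plus ATP without compound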
# TNAP act hiacc = activators of human TNAP at high phosphate acceptor concentration | AID 1136 | activation factor at 20 µM | purified TNAP, CDP-star luminescence, 1 M DEA, 30 min; active compounds read high; 0 = EDTA background, 1 = DMSO-only activity | 200,000 tested, under 10 active;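 active = activation factor at least 2 at 20 µM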
#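 Control set: EDTA negative control, DMSO positive control / Assay system: human TNAP / Quantity: TNAP 1/800 final / Evaluation: TNAP activation factor scaled between EDTA and DMSO control wells / Measured by: luminescent substrate turnover signal / Compound dosing: one dose, 20 µM / Times: 30 min enzyme reaction at room temperature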
# PMI act satM6P = PMI (human) activation, high substrate | P34949 | coupled PMI enzyme assay, resazurin fluorescence, 20 min; active compounds read high; 1 = untreated enzyme, 0 = substrate-free blank | activation factor at 20 µM | 0.34% of 190,000 active | AID 1216;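 active = activation factor of 2 or more at 20 µM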
#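 Test system – human PMI in coupled enzyme assay · Timing – 20 min incubation at room temperature · Detection – Diaphorase-driven resazurin-to-resorufin fluorescence, excitation 544, emission 590 nm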
# Efa HMGR inh = inhibitors of class II HMG-CoA reductase from Enterococcus faecalis. AID 1066. inhibition, % at 10 µM. 0.41% of 190,000 active. purified E. faecalis HMGR, NADPH absorbance 340 nm kinetic;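 active = inhibition above a set limit, the median over all tested compounds plus 3 SD, cut at about 9.5% in these data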;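 note: enzyme runs in reverse so mevalonate oxidation gives rising NADPH absorbance; 0% = complete reaction with DMSO and 100% = background rate lacking mevalonate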
# Diaphorase act = diaphorase activation or chemical reduction counter-screen | Diaphorase/resazurin coupled assay, resorufin fluorescence, 16 min; active compounds read high; 1 = vehicle wells, 0 = NADH-free wells | activation factor at 20 µM | 0.005% of 190,000 active;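 active = diaphorase activity raised at least twofold by the compound at 20 µM; inactive = activation factor below 2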
#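 Assay system: Purified diaphorase enzyme from Clostridium kluyveri | Amount: Enzyme 0.07 U/mL final | Dosing: Compound 20 µM once, DMSO 1% | Timing: 16 min reaction at room temperature | Detection: Fluorescence, excitation 544 nm and emission 590 nm | Evaluation: Higher resorufin formation from activation or reduction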
# An asterisk follows results filed as active; . = no result given.
SMILES,G6PDH CS,TNAP inh hi DEA,Diaphorase inh,PMI act,TNAP inh noacc,FLuc act counter,TNAP act hiacc,PMI act satM6P,Efa HMGR inh,Diaphorase act
O=C(CCC1CCCC1)NCCCN1CCOCC1,2,0,16,0.9,-5,1,1,0.9,4,0.8
CC(=O)Nc1ccc(N(C(=O)CNC(=O)c2ccco2)C(C(=O)NCc2ccco2)c2ccccc2F)cc1 (stereo not drawn),9,-1,48,0.8,-2,1,1,0.4,-4,0.5
CCOC(=O)Cc1nnc(NC(=O)C(CC)Sc2nncn2C)s1 (stereo not drawn),-8,-5,10,0.9,-2,1.1,1.1,1,-4,0.9
CCC(C)NC(=O)Cn1c(COc2ccc(Cl)cc2Cl)nc2ccccc21 (stereo not drawn),12,0,3,1,-8,0.9,1,1,1,1
CC(=O)N(C(C)=O)C1=C(C#N)C2(CCCCC2)Cc2ccccc21,2,1,6,1,-7,1,1,1,-4,0.9
Cc1ccc(C)c(N2C(=O)CN=C2Nc2ccccc2Cl)c1,-4,-2,5,1,-10,1,1,1.2,-9,1
COc1ccc(C(=O)N(CCN2CCOCC2)CC(=O)NC2CCCC2)cc1OC,0,0,13,0.9,-9,1.1,1,0.9,2,0.9
CCOC(=O)c1ccc(N=C2C(=S)N(c3ccc(C(=O)OCC)cc3)C(=N)N2/N=C/c2ccccc2)cc1,2,2,-1,0.9,-16,1,1,1,-4,1
Cc1onc(-c2c(F)cccc2Cl)c1C(=O)Nc1nnc(-c2ccccc2)s1,0,-3,5,1.1,-10,1.1,1,1.1,-4,1
COc1cc2nc(/C=C/c3ccc(N(C)C)cc3)sc2cc1SC,-6,16,11,0.9,18,1.1,0.8,0.9,1,0.9
Cc1ccc(NC(=O)CSc2ccccc2NC(=O)c2ccccc2Cl)cc1Cl,-15,-7,14,0.8,-13,1,1.1,0.9,-1,0.9
Cc1cc2cc(CCNC(=O)c3cccc([N+](=O)[O-])c3)c(=O)[nH]c2cc1C,-2,4,36,0.9,-10,1,1,1,1,0.6
O=C(NCc1ccncc1)C(=O)Nc1ccc2c(c1)OCO2,11,-6,-14,1,-8,1,1.1,1,-4,1.1
CCC(C)(C)NC(=O)c1cc([N+](=O)[O-])ccc1N1CCCCC1,2,5,10,1,2,1.1,0.9,1,1,0.9
COc1ccc(/C(C)=N/NC(=O)Cc2c(C)nc(C)[nH]c2=O)cc1,0,-1,13,0.9,-3,1,1,0.9,-3,0.9
CS(=O)(=O)N1CCN(C(=O)c2cc(-c3cccnc3)nc3ccc(Br)cc23)CC1,2,-5,-10,1.1,-12,1,1,1.1,5,1.1
Cc1cccc(N(C)C(=O)c2cc3cc4ccc(C)cc4nc3o2)c1,-40,-4,40,0.9,0,0.9,1,0.8,0,0.6
CN(c1ccc(OCC(=O)N2CCOCC2)cc1)S(=O)(=O)c1ccc(Cl)cc1,7,-5,10,1,-10,1,1.1,0.9,-9,0.9
c1ccc(Cn2nnc3c(N4CCN(Cc5ccc6c(c5)OCO6)CC4)ncnc32)cc1,5,-9,25,0.9,-4,1.1,1.1,0.9,1,0.8
Cc1nnc(NC(=O)CSc2ccc3nnc(-c4ccccn4)n3n2)s1,0,1,-3,1.1,-5,1,1,1.1,2,1
c1ccc(-c2ccc(CN3CCN(c4ncccn4)CC3)cc2)cc1,5,1,6,0.9,-4,1,1,1,3,0.9
CCOC(=O)C1(CCCc2ccccc2)CCN(C(=O)CCc2cnccn2)CC1,11,0,1,0.9,-8,1,1,0.9,-1,1
CCOC(=O)c1ccccc1-c1csc(N)n1,6,-4,81*,1,-11,1.1,1,0.9,-1,0.2
Cc1ccc(N=Nc2c(N)n(-c3ccccc3)[nH]c2=O)cc1,3,8,12,1,6,0.9,0.9,0.9,1,0.9
CCOC(=O)C1=C(C)NC(=O)NC1c1ccc(N2CCC(c3ccccc3)=N2)cc1 (stereo not drawn),5,-9,41,0.9,-17,1,1.1,0.8,0,0.6
# More compounds follow.
SMILES,G6PDH CS,TNAP inh hi DEA,Diaphorase inh,PMI act,TNAP inh noacc,FLuc act counter,TNAP act hiacc,PMI act satM6P,Efa HMGR inh,Diaphorase act
COc1ccc(C(=O)N=c2sc3ccccc3n2C)cc1,3,-6,20,0.9,-6,0.3,1.1,0.8,-2,0.8
Cc1ccc(S(=O)(=O)N2CCN(CC(=O)N/N=C\c3cccnc3)CC2)cc1,-15,2,18,0.9,-13,1,1,0.9,3,0.8
CC(=O)NC(Cc1c[nH]c2ccccc12)C(=O)N/N=C/c1ccccc1 (stereo not drawn),-1,-5,11,1.1,-12,1,1,1,0,0.9
CN(C)/C=C(/C(=O)c1ccc(Cl)cc1)n1cncn1,4,-3,0,1.1,-16,1.1,1,1,2,1
COc1cc(/C=N/OCC(=O)Nc2cc(C)on2)ccc1OCc1ccccc1,-4,-5,7,1,4,1,1.1,1,-4,0.9
COc1ccc(C2NC(=O)NC(C)=C2C(C)=O)cc1 (stereo not drawn),4,-4,20,0.9,-12,1,1,1,0,0.8
Cc1cccc(NCc2ccccc2O)n1,5,2,-6,1.1,-2,1,1,1.1,-1,1.1
CN(C)CCn1c(=S)[nH]c2ccc(Cl)cc2c1=O,2,-1,2,1.1,-5,1.1,1,1.1,-8,1
CCOC(=O)c1c(C)c(-c2ccccc2)n(CC(=O)NCCC(C)C)c1C,-4,-1,8,0.8,-14,1,1,0.8,-5,0.9
CC(OC(=O)c1cc(-c2cccnc2)nc2ccccc12)C(=O)Nc1ccc2ccccc2c1 (stereo not drawn),8,-3,-3,1,-6,1.1,1,0.9,-6,1
C=CCNc1nc2c(c(=O)[nH]c(=O)n2C)n1Cc1cccc(C)c1,4,-1,5,1.1,-7,1,1,1.1,-3,0.9
Cc1ccc(C(=O)NC(C)c2ccc(F)cc2)cc1 (stereo not drawn),2,-1,13,0.9,1,1,1,0.9,-1,0.9
CCn1c(SCC(=O)c2ccccc2)nnc1-c1cccnc1,10,-5,11,0.9,-8,1,1.1,0.9,-1,0.9
CC(=O)NCc1nc2ccccc2n1C(C)C,-5,-2,6,0.9,5,1,1,0.9,-5,0.9
Cc1ccc(C(=O)Nc2nc3c(s2)CCCC3)o1,3,-1,21,0.9,-8,0.2,1,0.8,-1,0.8
CCOC(=O)c1cnc2ccc(OCC)cc2c1N1CCN(c2ccccc2)CC1,4,-2,19,0.8,-13,1.1,1,0.8,-1,0.8
O=C(CSc1nnc2c3ccccc3c3ccccc3c2n1)Nc1ccccc1,43,-5,25,1.1,-10,1,1,0.8,-2,0.8
COc1ccc(/C=N\NC(=O)c2ccc(=O)[nH]n2)cc1O,-15,6,6,0.9,-10,1,0.9,0.9,-11,0.9
CCN1CC(CN(C)Cc2nc(-c3ccc(C(F)(F)F)cc3)oc2C)CC1=O (stereo not drawn),10,-5,-19,1,-8,1,1,1.1,1,1.2
COc1ccc(C(C(=O)NC2CCCCC2)N(CC2CCCO2)C(=O)C2COc3ccccc3O2)cc1OC (stereo not drawn),1,-4,1,1.1,-17,1.1,1,1.1,-2,1
O=C(N/N=C/c1ccc(-c2ccc(S(=O)(=O)Nc3ncccn3)cc2)o1)c1cc2ccccc2cc1O,17,1,41,0.9,3,0.9,1,1.1,-3,0.6
O=[N+]([O-])c1cccc(-c2ccc3nnc(SCc4ccccn4)n3n2)c1,-6,-4,7,1.1,-10,1.1,1,1,-3,0.9
O=C(Nc1ccccc1)C1=C[C@@H](c2ccc(Br)cc2)C[C@@H](OCc2ccc(CO)cc2)O1,13,0,38,0.8,-2,1,1,0.8,2,0.6
Cc1ccc(-n2cc(CNCCc3ncc(C)[nH]3)c(-c3ccc(F)cc3)n2)cc1,19,-2,.,.,-47,0.9,1,.,-4,.
COc1ccc(-n2ncc3c(N4CCc5ccccc54)ncnc32)cc1,3,-4,3,0.9,-11,0.6,1,1,2,1
# (next part)
SMILES,G6PDH CS,TNAP inh hi DEA,Diaphorase inh,PMI act,TNAP inh noacc,FLuc act counter,TNAP act hiacc,PMI act satM6P,Efa HMGR inh,Diaphorase act
Cc1ccc(Nc2ncccc2C(=O)O)cc1C,5,-5,18,1,0,0.9,1,0.9,0,0.8
CC(C)OCC1Cn2c(nc3c2c(=O)n(C)c(=O)n3C)O1 (stereo not drawn),1,-7,12,1.1,-14,1.1,1.1,1.1,1,0.9
O=C(Nc1ccc(Oc2ccccc2)cc1)C1CCCN(c2ncccn2)C1 (stereo not drawn),16,-6,2,1,-14,1,1.1,1,-6,1
O=C1CS/C(=C\[N+](=O)[O-])N1c1ccc(OC(F)(F)F)cc1,2,15,17,1,-2,1.1,0.9,0.9,4,0.8
COc1ccc(CSc2nnc3n(C)c(=O)c4c5c(sc4n23)CCCC5)cc1,-5,0,17,1,-6,1,1,1,.,0.8
O=C(/C=C/c1ccc(F)cc1)Nc1cccc(S(=O)(=O)Nc2cccc(C(F)(F)F)c2)c1,-19,1,9,0.9,-9,1,1,0.9,-3,0.9
CC(C)Cn1c(SC(C)C(=O)Nc2ccc3c(c2)OCCO3)nc2ccccc2c1=O (stereo not drawn),-6,-6,34,0.9,-15,1,1.1,0.9,-4,0.7
O=c1[nH]cnc2scc(-c3ccc(-c4ccccc4)cc3)c12,11,-1,5,1.1,-4,0.4,1,1,-2,0.9
Cc1noc(C)c1COC(=O)c1ccc2ccccc2n1,2,-4,2,1,-14,1,1,1,-8,1
O=C(CSc1nnc2n1CCCN2C(=S)Nc1ccc(Cl)cc1)c1ccccc1,9,3,2,1.1,6,1,1,1,-5,1

# This is a random part of the collection (roughly 1.7% active in at least one column).
